High-throughput results from PubChem.
CF NFkB inh = blocks PAF-induced NF-kB reporter in cystic fibrosis cells; KKLEB NF-kB-GFP reporter, GFP fluorescence overnight; 0.86% of 360,000 active; inhibition, % at 5 µM;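 active means at least 50% inhibition at 5 µM, scaled per plate between neutral and stimulator controls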;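 further: PAF is a Pseudomonas aeruginosa culture filtrate used as stimulus; plate controls were PAF-stimulated DMSO wells for no effect and unstimulated DMSO wells for full effect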
KKLEB cytotox = CF airway cell cytotoxicity counter-screen | KKLEB CF airway cells viability, ATPlite luminescence, overnight; stronger effect = lower value; cells stimulated with P. aeruginosa culture filtrate | AID 602141 | 0.36% of 360,000 active | activity change (cytotoxicity), % at 5 µM;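 active means corrected activity change at or below -50% at 5 µM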
HIF-2a inh = blocks HIF-2a reporter activity | 786-0 RCC cells HIF-2a reporter, luciferase luminescence, overnight | inhibition, % at 18.8 µM | 0.72% of 360,000 active | AID 624352;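 active means inhibition of the luminescence signal of 40% or more relative to plate controls, in a single-dose primary screen at 18.75 µM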
PDI turbidity = inhibitors of human protein disulfide isomerase. P07237. PDI insulin aggregation turbidity, A650, 90 min. inhibition, % at 10 µM. 0.052% of 350,000 active. AID 588391;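 active means mean inhibition across replicates of 30% or more, whatever share of single replicates reach that level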;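 further: absorbance from insulin aggregation driven by PDI reduction with DTT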
Target sequence (P07237 whole entry, looked up): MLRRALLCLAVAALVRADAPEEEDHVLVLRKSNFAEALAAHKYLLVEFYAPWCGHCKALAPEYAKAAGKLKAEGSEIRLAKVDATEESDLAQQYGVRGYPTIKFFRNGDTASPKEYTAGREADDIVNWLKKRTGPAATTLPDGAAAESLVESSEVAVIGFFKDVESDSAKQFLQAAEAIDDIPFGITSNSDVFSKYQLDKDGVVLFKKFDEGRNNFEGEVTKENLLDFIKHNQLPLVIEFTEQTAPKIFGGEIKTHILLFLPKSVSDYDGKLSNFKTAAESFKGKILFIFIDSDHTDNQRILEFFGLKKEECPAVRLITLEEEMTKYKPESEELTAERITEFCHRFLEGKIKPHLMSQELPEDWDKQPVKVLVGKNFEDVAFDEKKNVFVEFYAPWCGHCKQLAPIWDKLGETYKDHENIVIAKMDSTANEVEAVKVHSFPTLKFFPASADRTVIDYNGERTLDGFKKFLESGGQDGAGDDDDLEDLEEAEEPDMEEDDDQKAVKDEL
CaV13 ICDI inh = Disruptors of the CACNA1D IQ motif to Ca2+-dependent inactivation inhibitor domain association, primary screening, Förster resonance energy transfer in intact living … | HEK cells, CFP/YFP FRET ICDI-IQ, plate reader, 10 min; percent FRET-ratio fall versus neutral wells | inhibition, % at 12.3 µM | 0.098% of 340,000 active;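 active means mean replicate inhibition of at least 30% and at least 1% of replicates passing that level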;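 further: 0% = median of the neutral control wells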
TRPM1 prom inh = inhibitors of MITF-driven TRPM1 promoter in melanoma cells; SK-MEL-5 TRPM1 promoter luciferase, 24 h; inhibition, % at 12.5 µM; 0.83% of 330,000 active;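 active means mean inhibition across replicates of 60% or more, whatever share of single replicates reaches that level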; further: values of inactives mirror those of a sister screen read the other way
Peg3 promoter = Peg3 promoter activity inhibition | 1.7% of 360,000 active | AID 588405 | inhibition, % at 20 µM | HeLa PEG-Prom luciferase reporter, luminescence, overnight;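 active means inhibition of at least 50% at 20 µM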
Vif inh = blocks HIV Vif function; HEK293T cells, Vif self-association by quenched fluorescence, imaging, 24 h; inhibition, % at 7.49 µM; 0.35% of 340,000 active; AID 602346; in the data active means inhibition above about 50%, passing the limit was not always enough; further: some results filed as inactive read as strong as hits
Shn3 inh set2 = reduces Shn3 3'UTR luciferase signal in osteoblasts | inhibition, % at 12.5 µM | Clone20 osteoblast Shn3 3'UTR firefly luciferase, 24 h | AID 588674 | 0.52% of 360,000 active;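 active means mean inhibition of at least 75% with every replicate also reaching 75%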;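 further: 0% = median of neutral control wells and 100% = pilot-screen positive control compound; some compounds past the cut are filed as inactive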
NR2E3 ag-1 = human photoreceptor-specific nuclear receptor agonism; Q9Y5X4; CHO-S Gal4-NCOR/VP16-NR2E3 two-hybrid, luciferase; inhibition of corepressor binding, % at 3.98 µM; 0.35% of 360,000 active; AID 602229;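 active means inhibition above the mean of all tested compounds plus 3 SD, cut at about 70% in these data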;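 further: 0% = DMSO with NR2E3 transfected cells and 100% = cells lacking NR2E3 construct; higher means lower luciferase signal from less NR2E3 corepressor binding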
Target sequence (Q9Y5X4 whole entry, looked up, the tested form may be a part): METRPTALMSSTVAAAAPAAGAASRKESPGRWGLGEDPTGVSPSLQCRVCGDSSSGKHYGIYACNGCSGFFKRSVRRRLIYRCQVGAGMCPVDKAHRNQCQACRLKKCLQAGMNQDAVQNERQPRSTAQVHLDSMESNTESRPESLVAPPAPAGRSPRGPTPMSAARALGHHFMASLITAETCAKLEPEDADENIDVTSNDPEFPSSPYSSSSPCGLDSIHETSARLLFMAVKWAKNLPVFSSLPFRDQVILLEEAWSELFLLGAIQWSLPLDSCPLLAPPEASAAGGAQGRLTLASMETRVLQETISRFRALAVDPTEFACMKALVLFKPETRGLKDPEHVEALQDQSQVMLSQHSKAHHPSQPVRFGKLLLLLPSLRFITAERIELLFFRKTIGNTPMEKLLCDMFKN
NR2E3 ag-2 = activates human photoreceptor nuclear receptor NR2E3. Q9Y5X4. GST-NR2E3/biotin-RetCOR TR-FRET, 1536-well. inhibition of corepressor binding, % at 4.78 µM. 0.12% of 320,000 active. AID 2300;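 active means percent inhibition above the cutoff of mean plus 3 SD of all tested compounds, set per screening campaign, cut at about 20% in these data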;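 further: 0% = DMSO wells and 100% = biotin wells as full block of FRET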
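Assay system: NR2E3–RetCOR corepressor complex. Quantity: 1.35 nM GST-NR2E3. Buffer or medium: pH 7.5 Tris-based buffer. Reagent: biotinylated RetCOR corepressor at 7 nM final. Schedule: 5 h at 4 °C. Detection: TR-FRET, emission read at 617 and 671 nm. Replicates: one well per compound, singlicate testing.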
Numbers without * were called inactive; . = no result given.

Preview, 3 compounds:
SMILES	CF NFkB inh	KKLEB cytotox	HIF-2a inh	PDI turbidity	CaV13 ICDI inh	TRPM1 prom inh	Peg3 promoter	Vif inh	Shn3 inh set2	NR2E3 ag-1	NR2E3 ag-2
CCn1c(C)nc2cc(C(=O)NNC(=S)Nc3ccc(C)cc3)ccc21	-5	6	-83	4	-2	-22	-45	-13	-7	-19	0
CCC(C)NC(=O)CSc1nc2ccccc2c(=O)n1Cc1ccc(OC)cc1 (configuration not stated)	10	-26	18	17	-4	3	26	2	10	-40	0
Cc1ccc(C2CC(C(F)(F)F)n3nc(C(=O)NCCN4CCOCC4)cc3N2)cc1 (configuration not stated)	-16	4	5	3	-4	1	12	4	-44	-3	-2

The whole of this part (from the top)
SMILES	CF NFkB inh	KKLEB cytotox	HIF-2a inh	PDI turbidity	CaV13 ICDI inh	TRPM1 prom inh	Peg3 promoter	Vif inh	Shn3 inh set2	NR2E3 ag-1	NR2E3 ag-2
CCn1c(C)nc2cc(C(=O)NNC(=S)Nc3ccc(C)cc3)ccc21	-5	6	-83	4	-2	-22	-45	-13	-7	-19	0
CCC(C)NC(=O)CSc1nc2ccccc2c(=O)n1Cc1ccc(OC)cc1 (configuration not stated)	10	-26	18	17	-4	3	26	2	10	-40	0
Cc1ccc(C2CC(C(F)(F)F)n3nc(C(=O)NCCN4CCOCC4)cc3N2)cc1 (configuration not stated)	-16	4	5	3	-4	1	12	4	-44	-3	-2
CCOCCCNC(=O)CCCOc1ccccc1	1	-11	-10	-2	-4	-2	12	11	20	-22	0
Cc1ccc(NC(=O)c2ccc(OC(=O)COc3ccc(Cl)cc3C)cc2)cc1	-5	0	-142	-1	-3	-81	-238	5	-96	-104	-5
O=C(c1ccc(F)cc1)N1C2CCC1CC(O)(c1ccc(F)cc1)C2 (configuration not stated)	-4	7	10	-3	-4	-1	5	-2	6	0	-5
COc1ccccc1C(=O)NCCC(=O)NNC(=O)c1ccccc1O	-13	13	12	-1	-6	30	13	16	-1	1	2
C/C(=N\NC(=O)c1cccc(C)c1)c1cccc(NC(=O)c2ccco2)c1	-6	5	-55	0	-4	-2	-30	5	7	-24	3
COc1ccc2[nH]cc(CCNC(=O)/C=C/[C@H]3O[C@@H](n4cnc5c(NC(=O)c6ccccc6)ncnc54)[C@H](O)[C@@H]3O)c2c1	-10	-4	-7	.	-7	.	-6	-12	-23	-20	.
CC1CC(C)CN(CCOCCSc2ccc(Cl)cc2)C1 (configuration not stated)	23	-22	10	2	-7	-11	2	10	2	34	1
CCOc1ccc(-n2nc3c(=O)[nH]nc(C)c3c2C)cc1	15	-22	6	1	-4	0	-5	1	-2	0	0
Cc1cnnn1-c1cccc([N+](=O)[O-])c1	6	3	5	2	-9	7	10	40	-21	5	1
Cn1nnc(NC(=S)NC(=O)c2ccc3ccccc3c2)n1	-10	3	-157	-4	2	.	-100	.	-27	-23	.
O=S(=O)(Nc1ccc(N2CCOCC2)cc1)c1ccc2ccccc2c1	-4	7	10	-3	-4	-4	4	0	0	1	2
CCN(CC)c1ccc(NC(=O)CN2CCN(CC(=O)Nc3ccccc3F)CC2)cc1	-4	0	30	-3	-1	-1	7	9	7	2	-5
COc1cccc(CNC(=O)COC(=O)c2ccc(N3CCCC3=O)cc2)c1	-31	2	2	4	-5	.	-11	10	-19	-30	.
O=C(NCc1cccnc1)c1cc(C(=O)C2CC2)c[nH]1	-12	-3	20	9	-10	11	23	1	-4	-1	1
CCCCN(C(=O)Cn1ncc(Cl)c(Cl)c1=O)c1c(N)n(CC(C)C)c(=O)[nH]c1=O	-1	-6	10	0	.	-7	-5	7	-5	-21	-4
CN1CCC(N2CCN(C3CN(C4CCCCC4)S(=O)(=O)C3)CC2)CC1 (configuration not stated)	3	-1	-6	.	-8	.	4	.	-8	7	.
COc1cccc(C2CC(c3ccc(C)cc3)=NN2C(=O)c2ccccc2F)c1OC (configuration not stated)	-6	2	-6	3	-2	5	21	2	81	-15	1
Cc1ccc(C)c(OCCC(=O)OCC(=O)NC(=O)NC2CCCC2)c1	3	3	1	7	-5	5	6	15	4	-2	3
O=C(Nc1ccc2c(c1)OCO2)c1ccncc1	-5	5	-60	-1	.	-27	-63	-1	-18	-9	2
c1ccc(C2=NNC(=NC3CC3)SC2)cc1	-1	-4	0	4	.	51	45	-3	-2	-86	4
CC(O)CNc1nc(N)[nH]c(=O)c1N=Nc1ccccc1 (configuration not stated)	24	-10	-11	7	-10	-1	8	-19	-1	-9	.
CCOc1ccc2nc(NC(=O)CSc3ccc(Cl)cc3)sc2c1	0	6	-145	3	-3	-16	-65	6	-10	-51	4
C=CC[C@@H]1Cc2c(Br)ccc(Br)c2[C@@H](CC=C)N1	9	-2	15	1	-6	5	17	-2	-31	-4	-1
COC(=O)C(Cc1c[nH]c2ccccc12)NC(=O)C(=O)c1c[nH]c2ccccc12 (configuration not stated)	-1	0	11	-1	-18	13	-11	-5	0	-14	0
O=C(c1cc2ccccc2o1)N1CCN(Cc2ccc3c(c2)OCO3)CC1	-23	6	-16	12	-6	-6	8	1	-2	34	-2
Cc1ccc2c(c1)C(c1ccc(O)cc1)(c1ccc(O)cc1)C(=O)N2C	4	-7	14	-3	-5	8	5	1	-12	-14	4
CC(C)(C)NC(=O)C1CCCN(S(=O)(=O)c2cccc3cccnc23)C1 (configuration not stated)	11	-4	24	.	-10	2	1	1	-56	4	0
CCOC(=O)C1=C(C)N=c2s/c(=C/c3ccc(OCC(=O)O)cc3)c(=O)n2C1c1ccc(F)cc1 (configuration not stated)	16	7	11	-5	-14	-6	14	-9	-6	-14	-1
NC(=O)c1cccn1-c1ncc(C(F)(F)F)cc1Cl	4	4	-86	-3	-5	0	-68	29	-32	-31	1
COC(=O)c1cccc(N/C=C(\[N+](=O)[O-])S(=O)(=O)c2ccccc2)c1	0	-7	10	5	-5	0	6	6	-10	4	-2
O=C(COC(=O)Cc1n[nH]c(=O)c2ccccc12)NNC(=O)c1ccc(Cl)cc1	-11	8	13	4	-7	13	10	-2	-5	9	-1
CCn1ncc(/C=C/C(=O)C2CC2)c1C	0	16	-40	3	-4	-8	-15	11	13	-15	-3
Cc1cc(=O)oc2cc(NC(=O)c3ccccc3OC(F)F)ccc12	-7	4	-173	-14	-7	-53	-187	29	-30	-46	5
COC(=O)C1C(=O)c2c(n[nH]c2C)CC1(C)C (configuration not stated)	8	5	10	-1	-4	0	-3	-12	8	-28	0
C/C(=N\c1nc2ccccc2n1C)c1cc(Cl)ccc1O	-14	1	4	2	.	-2	16	4	11	-3	-3
O=C1CC2CS(=O)(=O)CC2N1c1ccc(Cl)cc1Cl (configuration not stated)	4	-8	4	4	-5	1	9	20	-12	4	-2
Cc1cccc(CSc2nnc(-c3cccs3)n2Cc2ccco2)c1	3	-2	12	-3	-6	-5	-2	-5	24	-51	-3
Cc1ccc(CSCCNS(=O)(=O)c2ccc([N+](=O)[O-])cc2)cc1	7	3	-7	0	.	3	9	-1	-3	2	1
O=C(CNC(=O)c1cc(S(=O)(=O)N2CCCCC2)ccc1N1CCOCC1)Nc1ccc(F)c(F)c1	6	-8	10	6	-4	1	26	0	0	-8	0
Cc1ccc(S(=O)(=O)N2CCOCC2)cc1NC(=O)CSc1nnc(COc2ccccc2F)n1N	8	8	7	1	-6	.	-4	5	-5	3	.
CC(C)[C@H](NC(=O)[C@@H]1Cc2ccccc2CN1)C(=O)NC1CCCCC1	3	5	9	5	-2	-1	0	11	-8	-24	-4
CCCC1NC(=O)c2cccnc2-n2c1nc1ccc(Br)cc1c2=O (configuration not stated)	-1	1	8	-3	-6	.	48	4	-9	3	.
Cc1ccc(CN(c2ccc(C(=O)N3CCCC3)cc2)S(C)(=O)=O)cc1	-1	2	6	10	-8	-1	6	7	3	-1	1
CC1(C)CC(=O)C2=C(C1)OC1=C(C(=O)CC(C)(C)C1)C2c1ccc(O)cc1O	97*	-54*	93*	77*	-9	101*	108*	8	94*	-3	1
O=C(CCNC(=O)c1ccc(Br)cc1)Nc1cc(Cl)ccc1-n1cncn1	-11	0	20	-2	-6	28	-15	-11	0	-1	-2
COc1ccc(NC(=O)CSc2nnc(-c3ccoc3C)n2CCc2ccccc2)cc1	5	5	14	-1	-4	3	12	-5	5	1	0
CC(C)C(=O)N1CCC1(C)C(=O)Nc1cc(-c2ccccc2)nn1C (configuration not stated)	12	-17	-104	0	-6	.	-111	16	-59	-107	.
The list continues.
SMILES	CF NFkB inh	KKLEB cytotox	HIF-2a inh	PDI turbidity	CaV13 ICDI inh	TRPM1 prom inh	Peg3 promoter	Vif inh	Shn3 inh set2	NR2E3 ag-1	NR2E3 ag-2
Cc1ccccc1-n1c(SCC(=O)N/N=C/C=C/c2ccccc2[N+](=O)[O-])nc2ccccc2c1=O	5	6	17	3	-3	15	17	-7	34	-14	2
Cc1ccc(NC(=O)CSCC(=O)Nc2ccc(N3CCOCC3)c(Cl)c2)cc1	-6	-3	-19	-2	.	-3	-15	-12	-1	-20	3
Cc1ccc2nc(SCC(=O)Nc3cccc([N+](=O)[O-])c3)[nH]c2c1	-2	-17	-43	4	-5	-8	-8	-1	12	-14	-2
COc1ccc(-c2nc3ccccn3c2C=O)cc1	8	2	-185	-1	-8	-68	-243	-3	-36	-80	1
CCCNC(=O)/C(C#N)=C1\N=C(NC(=O)c2cccs2)c2ccccc21	-21	6	-11	-7	-3	1	21	15	-14	-31	0
CC(C)(C)NS(=O)(=O)c1ccc(-c2csnn2)s1	-2	-1	12	9	.	5	10	3	-3	-4	0
O=C1CCCC(O)=C1C=Nc1cccc(C(F)(F)F)c1	10	5	14	3	-20	-1	-6	9	34	-1	2
CCOC(=O)N1CCC(NC(=O)C2CCCN(Cc3nc(-c4cccc(Cl)c4)oc3C)C2)CC1 (configuration not stated)	-3	-5	9	.	-5	25	6	-27	84	84*	0
OCC[C@@H]1C[C@H](O)[C@@H](O)[C@@]2(OCCCc3cc(Cl)ccc32)O1	-14	-6	5	.	-9	.	-5	-1	-21	-18	.
COc1ccccc1C(=O)O/N=C(/c1ccncc1)c1ccc([N+](=O)[O-])cc1	8	2	19	11	1	7	16	16	8	-9	0
O=C1C2C3C=CC(C3)C2S(=O)(=O)C2C3C=CC(C3)C12 (configuration not stated)	8	2	8	2	-10	.	4	.	6	9	.
O=C(NCCNc1ccc([N+](=O)[O-])cc1)c1cccc2c(Br)cccc12	0	-11	24	6	-3	-9	7	-2	20	14	-3
O=c1ccn([C@@H]2O[C@H](CNCc3c(OCc4ccccc4F)ccc4ccccc34)[C@@H](O)[C@H]2O)c(=O)[nH]1	6	-3	-2	.	-5	.	2	-5	7	-33	.
CCOC(Cn1c(SCc2cc(C(C)=O)ccc2OC)nc2ccccc2c1=O)OCC	3	-21	3	-13	-5	-5	-3	10	-1	-21	2
NC(=O)CCn1c(C(=O)c2cccc([N+](=O)[O-])c2)c2ccccc2[n+]1[O-]	10	-6	10	1	-10	5	8	-3	-4	-1	1
Cc1cc(NC(=O)Nc2cccc3ccccc23)no1	-16	3	-14	-1	-2	-7	-11	-6	2	-2	1
